PMK inhibit: blocks S. pneumoniae phosphomevalonate kinase. 65,000 compounds, 0.49% hits. inhibition, % at 10 µM. purified PMK, PK/LDH-coupled NADH absorbance 340 nm. AID 539;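 active means top-ranked compounds by inhibition in the single 10 µM screen, taking a fixed number of the strongest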;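 further: 0% = full reaction with DMSO carrier and 100% = background rate without enzyme reaction; no value below 0 was filed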
LYP phosphatase: LYP phosphatase inhibitors, primary screen, biochemical, DiFMUP fluorescence, recombinant catalytic domain, 10 µM (AID 606); recombinant LYP catalytic domain, DiFMUP fluorescence; higher % means a stronger effect; inhibition, % at 10 µM, or IC50 in µM where a hit was titrated; 52,000 tested, under 10 active;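 active means IC50 under 40 µM in the dose-response test; inactive means IC50 of 40 µM or more, or never dose-tested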
HT1080 viability: cytotoxicity in HT1080 fibrosarcoma cells, cell-based, fluorescence readout (AID 620). 87,000 compounds, 0.42% hits. HT1080 viability, fluorescence; higher % means a stronger effect. one-dose cytotoxicity, % at 10 µM; EC50 in µM for titrated hits;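 further: cells exposed to compound overnight then 4 h with Alamar Blue; 0% = vehicle DMSO and 100% = killing control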
KRASV12 cytotoxicity: viability loss of HPDE-C7K cells – cell-based, fluorescence, HTS, primary screen (AID 431); HPDE-C7K KRASV12 cells, Alamar Blue viability, 48 h; higher % means a stronger effect; cytotoxicity, % at 10 µM; hits with a dose series show EC50 in µM; 63,000 compounds, 1.7% hits;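 active means compounds whose percent cytotoxicity in the single-dose primary screen, scaled between solvent and toxic-drug controls, exceeds 50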;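 further: 0% = DMSO solvent wells and 100% = doxorubicin-treated wells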
MK inhibit: blocks S. pneumoniae mevalonate kinase; inhibition, % at 10 µM; 65,000 compounds, 0.48% hits; purified MK, PK/LDH-coupled NADH absorbance 340 nm;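 active means ranked among the strongest by inhibition in the single 10 µM screen, a fixed top-ranked set picked for dose follow-up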; further: no value below 0 was filed
Bfl-1 displacement: displacement of Bid BH3 peptide from Bfl-1 – biochemical, fluorescence polarization, FITC-Bid, mouse, primary screen (AID 432). FITC-Bid BH3 peptide fluorescence polarization displacement; higher % means a stronger effect. one-dose displacement, % at 20 µM; IC50 in µM for titrated hits. 64,000 compounds, 0.02% hits; in the data active means a potency from the dose series; inactive means the rest, 99 in 100 with displacement below about 15%; further: strong numbers were not always called active
Alkaline phosphatase: inhibition of tissue-nonspecific alkaline phosphatase – biochemical, luminescent (AID 518). inhibition, % at 20 µM; hits with a dose series show IC50 in µM. 64,000 compounds, 0.09% hits. purified TNAP enzyme, luminescent substrate readout; higher % means a stronger effect; in the data active means a potency from the dose series; inactive means the rest, 99 in 100 with inhibition below about 22%;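 further: plate controls were vehicle for no effect and reference inhibitor for full effect; many of its hits are not listed in these tables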
HPDE-C7 cytotoxicity: HPDE-C7 pancreatic duct cell viability loss – fluorescence, HTS (AID 430); HPDE-C7 pancreatic duct cells viability, fluorescence; higher % means a stronger effect; cytotoxicity, % at 10 µM; hits with a dose series show EC50 in µM; 63,000 compounds, 1.8% hits;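 further: cells exposed to compound for 48 hours before viability readout; 0% = vehicle and 100% = reference cytotoxic drug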
DPM-DC inhibit: blocks S. pneumoniae diphosphomevalonate decarboxylase; purified DPM-DC, PK/LDH coupled NADH fluorescence; calls only at 10 µM; 65,000 compounds, 0.49% hits;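 active means the 320 compounds with the highest percent inhibition in the single-dose primary screen, excluding strongly autofluorescent ones, cut at about 32% in these data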;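 further: kinetic rate of NADH fluorescence loss reporting ADP formed by the decarboxylase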
PMK inhibit pilot replicates: second read-out of PMK inhibit, no call of its own (marks repeat the call); inhibition, %; measured here: pilot screen replicates
MK inhibit pilot replicates: recorded beside MK inhibit, whose call it bears; inhibition, %; measured here: pilot screen replicates
DPM-DC inhibit pilot screen %: second read-out of DPM-DC inhibit, no call of its own (marks repeat the call); inhibition, %; measured here: pilot screen trials
The depositor's hits bear a star; i = inactive; . = no result given; + = active, no number. Unless noted, no stated cut-off is given here; in the data, active means cytotoxicity above about 50%; inactive means the rest.

SMILES	PMK inhibit	LYP phosphatase	HT1080 viability	KRASV12 cytotoxicity	MK inhibit	Bfl-1 displacement	Alkaline phosphatase	HPDE-C7 cytotoxicity	DPM-DC inhibit	others
CCc1cccc(NC(=O)C2CCCC2)c1	12	8%	8%	-25%	5	-1%	1%	-19%	i
O=C(O)CSc1nnc(CNc2ccccc2Cl)n1-c1ccccc1	12	0%	3%	5%	7	8%	11%	0%	i
Cc1ccc(Nc2nc(N3CCOCC3)nc(N3CCOCC3)n2)cc1	9	10%	8%	10%	0	-3%	9%	9%	i
CCCn1c(=NC(=O)c2ccco2)c(C(=O)OCC)cc2c(=O)n3ccccc3nc21	1	-4%	-2%	-24%	3	-2%	1%	-12%	.
O=c1cc(-c2ccccc2Cl)c2c([nH]1)CCC2	0	.	4%	-5%	3	0%	15%	-11%	i
COc1cccc(-c2csc(NC(=O)C3CC3)n2)c1	0	0%	7%	-1%	5	-3%	4%	-4%	i
Cc1c(N=Cc2nc3ccccc3n2C)c(=O)n(-c2ccccc2)n1C	0	11%	2%	-12%	0	1%	11%	-9%	i
CCOC(=O)CN1C(=O)C(=O)c2cccc(C)c21	5	2%	-52%	-28%	9	7%	19%	-47%	i	PMK inhibit pilot replicates=0.0;MK inhibit pilot replicates=0.0;DPM-DC inhibit pilot screen %=2.0
Cc1ccc(-c2nnc(SCC(=O)N3CCN(c4ccccc4)CC3)o2)cc1	17	3%	31%	.	0	0%	6%	.	i
Cc1c(N=C2NC(=O)C(CC(=O)Nc3ccc(Cl)cc3)S2)c(=O)n(-c2ccccc2)n1C (stereo not given)	4	2%	1%	11%	8	-5%	3%	3%	i

Next section (6 carried over from the part before).
SMILES	PMK inhibit	LYP phosphatase	HT1080 viability	KRASV12 cytotoxicity	MK inhibit	Bfl-1 displacement	Alkaline phosphatase	HPDE-C7 cytotoxicity	DPM-DC inhibit	others
O=c1cc(-c2ccccc2Cl)c2c([nH]1)CCC2	0	.	4%	-5%	3	0%	15%	-11%	i
COc1cccc(-c2csc(NC(=O)C3CC3)n2)c1	0	0%	7%	-1%	5	-3%	4%	-4%	i
Cc1c(N=Cc2nc3ccccc3n2C)c(=O)n(-c2ccccc2)n1C	0	11%	2%	-12%	0	1%	11%	-9%	i
CCOC(=O)CN1C(=O)C(=O)c2cccc(C)c21	5	2%	-52%	-28%	9	7%	19%	-47%	i	PMK inhibit pilot replicates=0.0;MK inhibit pilot replicates=0.0;DPM-DC inhibit pilot screen %=2.0
Cc1ccc(-c2nnc(SCC(=O)N3CCN(c4ccccc4)CC3)o2)cc1	17	3%	31%	.	0	0%	6%	.	i
Cc1c(N=C2NC(=O)C(CC(=O)Nc3ccc(Cl)cc3)S2)c(=O)n(-c2ccccc2)n1C (stereo not given)	4	2%	1%	11%	8	-5%	3%	3%	i
Cn1cnnc1Sc1nc2ccccc2nc1NS(=O)(=O)c1ccccc1	14	10%	-6%	14%	7	-3%	8%	-8%	i
O=C(CSc1nnc(-c2ccc(F)cc2)o1)N1CCN(C(=O)c2ccco2)CC1	9	-18%	-9%	-23%	7	2%	9%	-13%	i
CCOC(=O)c1ccc(OCC(=O)c2ccc(O)cc2O)cc1	0	6%	-5%	12%	2	-7%	2%	-2%	i
COc1ccc(-n2nc(C(=O)NCc3ccco3)c3c4ccccc4n(C)c3c2=O)cc1Cl	16	8%	5%	8%	11	-1%	10%	3%	+
CC(C)[C@@H](C(=O)NCC1CCC(C(=O)O)CC1)n1nnc2ccccc2c1=O (stereo not given in full)	0	.	4%	-20%	0	3%	-5%	-14%	i
C=CCn1c(=N)n(CC(O)c2ccco2)c2ccccc21 (stereo not given)	10	.	-20%	-19%	7	5%	11%	-13%	i
O=C(Cn1nnc2c(cnn2-c2ccc(F)cc2)c1=O)OC1CCCCC1	7	10%	-18%	-4%	0	-6%	16%	3%	i
CCCCOc1ccccc1NC(=O)CC1SC(=NCC)N(CC)C1=O (stereo not given)	11	9%	-8%	3%	5	-5%	-2%	-5%	i
CCOC(=O)c1[nH]c2ccccc2c1NC(=O)CN1CCCCC1	6	.	0%	-11%	12	-4%	10%	-4%	i
CC(=O)c1c(C)n(C)c2ccc(OC(=O)c3ccco3)cc12	10	7%	4%	.	0	.	.	.	i
N#CCCC12CCCCC1=Nc1ccccc12 (stereo not given)	0	10%	0%	-12%	8	0%	10%	-8%	i
Cn1ncc(Br)c1C(=O)Nc1ccc(Cl)cn1	9	7%	2%	-6%	0	1%	4%	0%	i
CCn1c(SCC(=O)Nc2nc3ccc(C)cc3s2)nc2c(c1=O)SC(C)C2 (stereo not given)	19	5%	5%	50%	0	4%	10%	48%	i
CC1(C)OC(=O)C(=CNCC(=O)NCC(=O)O)C(=O)O1	11	.	-3%	-4%	9	-14%	3%	-11%	i
Cc1cccc2sc(NC(=O)CCNS(=O)(=O)c3cccc4nonc34)nc12	0	-3%	-14%	0%	5	-1%	3%	-3%	i
Cc1oc(-c2ccccc2F)nc1CS(=O)(=O)CC(=O)NCCCc1ccccc1	0	6%	-3%	2%	8	-6%	7%	-6%	i
COc1cccc(C2C(C(=O)NCc3ccccc3)=C(C)Nc3ncnn32)c1 (stereo not given)	9	.	5%	-25%	6	-3%	9%	-32%	i
COc1ccc(S(=O)(=O)NC2CC(C)(C)NC(C)(C)C2)c(C)c1C	1	1%	-1%	4%	1	-8%	8%	-2%	i
Cc1cc(S(=O)(=O)Nc2cccnc2)c(C)s1	18	1%	0%	10%	0	-7%	11%	4%	i
CCSc1nnc(NC(=O)c2cccc(OCc3c(C)noc3C)c2)s1	13	-6%	-11%	.	9	-1%	11%	.	i
COC(=O)C1=CN(C)C=C(C(=O)OC)C1c1ccccc1Cl	5	1%	12%	-9%	11	-4%	3%	3%	.
CC(=O)N1CCN(c2cccc(C)c2C)CC1	2	2%	-4%	12%	1	-7%	5%	0%	i
Cc1ccc(C)n1CCN1CCN(C(=O)c2ccco2)CC1	13	13%	30%	0%	0	-1%	15%	-1%	i
CCOC(=O)c1nnn(CC(=O)Nc2ccccc2OC)c1C(=O)OCC	19	9%	.	0%	0	-4%	3%	-2%	i
CC(/C(O)=C(\C#N)c1nc2ccccc2n1C)N1C(=O)c2ccccc2C1=O (stereo not given)	0	-1%	3%	1%	4	-2%	4%	-12%	i
O=C(/C(=N\O)n1cncn1)c1ccc(Br)cc1Br	0	.	6%	-6%	0	-2%	5%	-5%	i
CCCCOC(=O)Nc1nc(C)c(C(=O)OCC)s1	0	13%	-6%	-2%	9	2%	7%	-3%	i
Cc1cc(C)cc(-n2c3nc4ccccc4nc3c3c(=O)n(Cc4ccco4)cnc32)c1	0	1%	-2%	10%	0	1%	14%	10%	i
CCCc1nc2ccccc2c(=O)n1-c1c(C)n(C)n(-c2ccccc2)c1=O	6	16%	-5%	0%	9	-8%	16%	1%	i
c1cn(CC2(Cn3ccnc3)COC2)cn1	8	.	10%	-2%	7	1%	6%	7%	i	PMK inhibit pilot replicates=4.5;MK inhibit pilot replicates=0.0;DPM-DC inhibit pilot screen %=2.0
Cc1ccc2nc(Nc3ccccc3)c(/C=N/O)c(=O)n2c1	0	11%	-6%	.	3	.	.	.	i
O=C(O)c1ccc(CSc2nnc(-c3ccco3)o2)cc1	1	6%	-7%	-4%	1	2%	3%	3%	i
Cc1oc(-c2ccccc2F)nc1CS(=O)CC(=O)NCc1cccs1 (stereo not given)	0	-6%	-2%	-2%	5	-1%	7%	-3%	i
CN(C)c1ccnc(SCc2ccccc2Cl)c1C#N	1	11%	20%	42%	4	-3%	12%	5%	i
Cc1nc2ccc3nc(NC(=O)c4ccc5c(c4)OCCO5)sc3c2s1	18	10%	6%	0%	3	9%	11%	-9%	i
Cc1onc(-c2c(F)cccc2Cl)c1C(=O)NCc1cccs1	4	1%	8%	0%	6	-2%	0%	0%	i
CC(=O)C1=C(C)NC(SCC(=O)c2ccc(C)cc2)=C(C#N)C1c1ccco1 (stereo not given)	13	.	23%	.	6	-1%	16%	.	i
CCOC(=O)Nc1c(C(=O)OC)[nH]c2cc(OC)ccc12	11	-1%	24%	26%	9	-1%	15%	20%	i
CCCc1cc(=O)[nH]c(/N=C(/NC(=O)c2ccccc2)Nc2ccc3c(c2)OCCO3)n1	0	10%	2%	-8%	6	-2%	4%	-21%	i
Cc1cccc(S(=O)(=O)c2c(N)n(Cc3ccco3)c3nc4ccccc4nc23)c1	0	14%	-12%	26%	5	7%	14%	36%	.
Cc1cc(OCCN2CCOCC2)nc2ccccc12	2	1%	-1%	-3%	0	-9%	13%	-12%	i
COc1cc(-c2nc3oc4ccccc4c(=O)c3c(=O)n2Cc2ccco2)cc(OC)c1OC	18	.	6%	13%	15	-6%	9%	3%	i
Cc1cccn2c(=O)c3cc(C(=O)NCCN4CCOCC4)n(Cc4ccccc4)c3nc12	11	4%	-4%	0%	7	-6%	-6%	1%	.
O=C(C1CCN(c2nnc(N3CCCC3=O)s2)CC1)N1CCN(Cc2ccc3c(c2)OCO3)CC1	13	-6%	-1%	-7%	5	-12%	4%	-18%	i
CCCN1CCN(CCCNC(=O)C2CCCN(c3nc4ccc(OCC)cc4s3)C2)CC1 (stereo not given)	8	4%	4%	9%	7	-6%	3%	1%	i	PMK inhibit pilot replicates=5.0;MK inhibit pilot replicates=2.5;DPM-DC inhibit pilot screen %=1.0
CCOC(=O)CN1c2ccccc2NC(=O)CC1C (stereo not given)	9	5%	1%	-22%	10	-1%	-2%	-21%	i
O=C1OCC2=C1C(c1ccc3c(c1)OCO3)Sc1ccccc1N2 (stereo not given)	6	3%	5%	-14%	6	-6%	16%	-2%	i
Cc1cc(C)c(C#N)c(SCC(=O)N(C)C2CCCCC2)n1	14	0%	-1%	-15%	12	-6%	7%	-4%	i
CCOCCCn1cnc2c(c1=O)c1nc3ccccc3nc1n2-c1ccc(C)cc1	12	.	7%	-6%	14	-9%	-1%	-4%	i
COc1ccc(C2CC(=O)Nc3ccccc3S2(=O)=O)cc1OC (stereo not given)	17	9%	-1%	4%	0	-12%	3%	3%	i

The listing continues:
SMILES	PMK inhibit	LYP phosphatase	HT1080 viability	KRASV12 cytotoxicity	MK inhibit	Bfl-1 displacement	Alkaline phosphatase	HPDE-C7 cytotoxicity	DPM-DC inhibit	others
O=C1CC(N2CCN(S(=O)(=O)c3cccc(C(F)(F)F)c3)CC2)C(=O)N1Cc1ccccc1 (stereo not given)	0	0%	4%	1%	0	-2%	4%	8%	i
CC1=C(C(=O)Nc2ccccc2)C(c2ccc(C)o2)n2c(s/c(=C\c3ccco3)c2=O)=N1 (stereo not given)	6	6%	-8%	5%	8	-6%	7%	4%	i
CCCCOC(=O)n1c(SCC(=O)N(CC)CC)nc2ccccc21	5	5%	-5%	-10%	0	-1%	3%	-15%	i	PMK inhibit pilot replicates=3.5;MK inhibit pilot replicates=2.5;DPM-DC inhibit pilot screen %=4.5
CC1(C)Cc2c(sc3c2C(=O)N(c2ccccc2)C2=NCCCN23)CO1	4	8%	-9%	-18%	1	-2%	-3%	-6%	i
O=C(Nc1ccc(Cl)cc1C(=O)Nc1ccccn1)c1ccco1	1	.	4%	-12%	16	0%	12%	-4%	i

Screening data: PubChem BioAssay, several laboratories
